Source: PubChem (National Center for Advancing Translational Sciences (NCATS))
AmpC det inh: blocks E. coli AmpC beta-lactamase in presence of detergent | purified AmpC, nitrocefin hydrolysis with detergent | Potency, µM (titrated, usually from 28.7 µM), for the others: at the top dose activity change, negative = inhibition | actives 0.09% (n = 71,000) | AID 584; active = well fitted curve in the direction sought with a large enough effect
Target sequence (P00811 whole entry, looked up): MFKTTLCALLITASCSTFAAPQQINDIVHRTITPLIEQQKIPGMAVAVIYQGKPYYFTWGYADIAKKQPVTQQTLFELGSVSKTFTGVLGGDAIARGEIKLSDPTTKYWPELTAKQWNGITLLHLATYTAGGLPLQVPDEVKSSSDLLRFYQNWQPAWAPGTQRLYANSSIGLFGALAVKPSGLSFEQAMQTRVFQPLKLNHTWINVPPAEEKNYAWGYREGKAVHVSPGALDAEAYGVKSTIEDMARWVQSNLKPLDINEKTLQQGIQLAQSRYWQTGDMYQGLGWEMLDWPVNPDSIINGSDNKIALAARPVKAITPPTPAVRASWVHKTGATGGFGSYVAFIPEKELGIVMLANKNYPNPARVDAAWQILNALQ
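E. coli AmpC (5.3 nM) in 20 mM phosphate pH 7.0 with 0.01% Triton X-100, preincubated 15 min RT with compound; nitrocefin (2 uL of 800 uM stock) hydrolysis followed by 480 nm absorbance every 20 s over 4 min.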
* marks the source's active call; other numbers are inactive results; [ ] = remark or other dose. % is scaled to controls: 0 for no effect and ±100 for the full control effect; potency is read from the fitted curve at half-maximal effect. Not all compounds are listed. The share of hits here may be higher or lower than overall.

no.	Molecule	AmpC det inh
1	COCCn1c(COc2ccc(C)cc2)nc2ccccc21	-1.8%
2	Cc1ccc(-c2nnc(SCC(=O)O)n2N)cc1	1.5%
3	CCN(CC)CCNc1ccc(CO)c2sc3ccccc3c(=O)c12	3.2%[12.8 µM]
4	CCOC(=O)Cn1cc(-c2ccccc2)nn1	9.7%
5	COc1ccccc1N	9.5%
6	O=C(Cn1nnc(-c2ccncc2)n1)N(C1CCCCC1)C1CCCCC1	-3.1%
7	CCCCNN	-1.4%[5.75 µM]
8	O=C1C(Cl)=C(N2CCOCC2)C(=O)N1c1ccccc1Cl	-3.7%
9	COCCCNC(=O)c1cc(OC)c(OC)c(OC)c1	5.4%
10	COC(=O)COc1nsnc1N1CCOCC1	-0.8%
11	O=C(O)c1cc(N=Cc2ccccc2O)cc(C(=O)O)c1	-4.2%[5.75 µM]
12	c1csc(-c2cn3c(n2)SCC3)c1	8.3%
13	O=C(Nc1nnc(SCc2ccc(F)cc2)s1)c1ccco1	0.7%
14	COc1ccc2cc(C(c3nnnn3C3CCCCC3)N3CCCCCC3)c3nnnn3c2c1 (stereo not drawn)	-2.0%
15	CN(C)CCNC(=O)Cc1c(C(=O)O)n(C)c2ccccc12	-3.4%
16	Cc1cc(S(=O)(=O)N2CCN(c3ncccn3)CC2)ccc1-n1cnnn1	12.3%
17	COc1ccccc1NC(=O)c1nnn(CC(=O)Nc2cccc(SC)c2)c1N	1.2%
18	COCCn1c(=O)c(C)nc2cnc(Oc3ccccc3)nc21	-1.0%
19	COc1ccccc1CNC(=O)c1ccc(NS(C)(=O)=O)cc1	-3.4%
20	COc1ccccc1N1CCN(C(=O)c2ccc(CS(=O)(=O)c3ccccc3OC)o2)CC1	-2.9%
21	COc1ccc2c(=O)c(N3C(=O)c4ccccc4C3=O)coc2c1	-6.1%
22	Cc1ccc(CC2C(=O)N(C)C(=O)N(C)C2=O)s1	0.7%
23	O=C(COc1ccc(Cl)cc1)Nc1nc(-c2cccs2)cs1	1.3%
24	Cc1nc(NC(=O)CCCC(=O)Nc2nc(C)c(C)s2)sc1C	-2.1%
25	Cc1cccc(-n2nnc(C(=O)NCc3ccccn3)c2N)c1	2.4%

Next section, overlapping the part above by 3 compounds.
no.	Molecule	AmpC det inh
23	O=C(COc1ccc(Cl)cc1)Nc1nc(-c2cccs2)cs1	1.3%
24	Cc1nc(NC(=O)CCCC(=O)Nc2nc(C)c(C)s2)sc1C	-2.1%
25	Cc1cccc(-n2nnc(C(=O)NCc3ccccn3)c2N)c1	2.4%
26	CCN1C[C@@]2(COC)[C@H]3[C@@H](OC)[C@H]4C1[C@@]3([C@H](OC)C[C@@H]2O)[C@H]1C[C@@]2(O)[C@@H](OC(=O)c3ccccc3)[C@@H]1[C@@]4(OC(C)=O)[C@H](O)[C@@H]2OC	-1.2%[12.8 µM]
27	Cc1oc(-c2ccc(F)cc2)cc1-c1nn2c(-c3ccoc3C)nnc2s1	14.0%
28	N#Cc1c(NC(=O)C(F)(F)F)sc2c3c(=O)c4ccccc4c(=O)c=3oc3ccccc3c12	3.7%[5.75 µM]
29	O=C1c2ccccc2S(=O)(=O)N1CCOc1ccc(F)cc1	7.0%
30	Cc1cccc(CCNC(=O)C2CCC(CNc3c(N4CCCC4)c(=O)c3=O)CC2)c1 (stereo not drawn)	13.2%
31	COCC(=O)N1CCC2(CCCN(Cc3ccccc3)C2)CC1	-0.4%
32	O=C(Nc1ccc2oc(-c3ccccc3Cl)nc2c1)c1ncn[nH]1	-7.0%
33	O=C(Nc1ccc(C2CCCCC2)cc1)C1CCCN(c2ncccn2)C1 (stereo not drawn)	14.5%
34	COc1cc(NC(=O)c2ccc(C)cc2)c(OC)cc1NC(=O)CN1CCOCC1	-3.4%
35	COC(=O)c1cc(C)sc1NC(=O)CCCC(=O)O	-1.2%
36	CCOC(=O)N1CCN(C(=O)Cn2cc3c(n2)CCCC3)CC1	11.8%
37	O=C(c1ccccc1)c1cccn1CC(=O)N1CCN(c2ccc(F)cc2)CC1	-1.7%
38	Cc1cc(NC(=O)Cn2nnc3sc4c(c3c2=O)CCCC4)no1	-2.9%
39	CCC(OC(=O)CCc1nc2ccccc2[nH]c1=O)C(=O)c1ccccc1 (stereo not drawn)	13.6%
40	COc1ccc(NC(=O)c2cnc(C)cn2)cc1-n1cnnn1	0.3%
41	CC(=O)N1CCc2cc(S(=O)(=O)NC(C(=O)Nc3ccc4c(c3)OCCO4)C(C)C)ccc21 (stereo not drawn)	19.7%
42	CC(=O)Nc1ccc(NC(=O)Cn2cc3c(n2)CCC(C)C3)cc1 (stereo not drawn)	7.0%
43	CC(C)Nc1oc(Cc2cccc3ccccc23)nc1C#N	9.5%
44	Cc1cc(C(C)(C)C)c(O)c(C)c1CC1=NCCN1	-3.0%
45	CCCCc1c(O)nc(SCC(=O)N2CCOCC2)n(-c2ccccc2C)c1=O	-1.8%
46	CN(C(=O)C1CCCO1)c1nnc(-c2ccccn2)s1 (stereo not drawn)	-0.5%
47	CCN1C(=O)C2(/C(=C(\O)c3ccc4c(c3)OCCO4)C(=O)C(=O)N2CCCOC)c2ccccc21 (stereo not drawn)	-4.2%
48	COC(=O)N1CCC2(CC1)CCN(C(c1ccccc1)c1ccccc1)CC2	1.3%
49	COc1ccc(CN2CC(C(=O)NCCCN3CCN(C)CC3)CC2=O)cc1 (stereo not drawn)	-4.6%
50	CCOC(=O)c1cc2c(=O)n3ccccc3nc2n(CCCOC)c1=NC(=O)C(C)(C)C	-4.4%
51	c1ccc(NN(Cc2cnccn2)c2ccccc2)cc1	-2.6%[5.75 µM]
52	O=C1CCCN1CN(C(=O)c1ccc2c(c1)OCO2)c1cccc(Cl)c1	1.3%
53	Cn1c2ccccc2c2ncn(CCC3=CCCCC3)c(=O)c21	-2.8%
54	CCOc1ccc(NC(=O)CSc2nnc(C3CC3)n2N)cc1	-10.9%
55	COc1ccc(-c2nnc(N(C)C(=O)c3cccnc3)s2)cc1	-2.8%
56	C=CCSc1n[nH]c(-c2ccc(OC)cc2)n1	-3.7%
57	CCN(C(=O)COc1ccccc1)c1nnc(-c2cccnc2)s1	-4.3%
58	Nn1c(-c2cccc(Br)c2)n[nH]c1=S	14.9%
59	N#CCCCC[N+]12CN3CN(CN(C3)C1)C2	-3.9%[5.75 µM]
60	CC(C)CC(OC(=O)c1cccs1)C(=O)NCc1ccco1 (stereo not drawn)	1.1%
61	CCOC(=O)c1nnn(-c2nc(OC)nc(N(C)C)n2)c1-c1ccccc1	-6.2%
62	COc1ccccc1N1CCN(C(=O)c2ccc3c(=O)n(Cc4ccco4)c(=S)[nH]c3c2)CC1	-3.3%
63	CCOc1ccc(-c2nc(CSCC(=O)N3CCN(c4cccc(OC)c4)CC3)c(C)o2)cc1	2.7%
64	S=c1[nH]nc(-c2ccc3ccccc3n2)o1	-3.3%
65	Cc1cc(C#N)c(C)n1-c1cc(C(F)(F)F)ccc1N1CCOCC1	-4.3%
66	O=C(O)C[C@H](Cc1ccccc1)C(=O)O	-2.1%[5.75 µM]
67	OCCN(CO)CO	-6.4%[5.75 µM]
68	NCCC1([N+](=O)[O-])CCNCC1	-0.4%[5.75 µM]
69	O=C(NCc1ccc2c(c1)OCO2)c1ccc2snnc2c1	1.9%
70	CCCCOc1ccc(NC(=O)CSCC(=O)OCC)cc1	-4.9%
71	CCOC(=O)c1ccc2nc3c(cc2c1)CCS3	-1.7%
72	O=C(CS(=O)CC(=O)N(CC(=O)NC1CCCC1)C1CCCCC1)Nc1ccc(F)cc1 (stereo not drawn)	2.4%
73	C=CCc1c(C)[nH]c(=S)c(C#N)c1C	-2.0%
74	CC(C)n1c(Nn2cnnc2)nc2ccccc21	28.3%
75	COc1cc(NC(=O)c2cc(-n3cnnc3)ccc2Cl)cc(OC)c1	-0.9%

(listing goes on)
no.	Molecule	AmpC det inh
76	O=C1CCC(=O)N1OCCOc1ccc2c(c1)CCC2	-3.5%
77	CCOC(=O)CCc1c(C)c2c(C)nn(-c3ccccc3)c2[nH]c1=O	14.4%
78	CCCOc1ccc(C2C(C(=O)OC)=CN(CCOC)C=C2C(=O)OC)cc1	8.0%
79	CC(=O)c1coc2ccc(OCCN3CCCCC3)cc12	8.3%
80	CCC(=NCCc1ccccc1)C1=C(O)CCC1=O	-2.3%
81	COc1ccc(OCCNC(=O)c2ccccc2OCC(=O)N2CCCCC2)cc1	-6.5%
82	COc1ccc(N2CCN(C(=O)CSc3nc4cc(OC)c(OC)cc4cc3C#N)CC2)cc1	1.0%
83	O=C(Nc1ccccn1)C1CCN(S(=O)(=O)c2cccs2)CC1	-2.1%
84	CCc1ccc(OC(=O)c2ccn(CC)n2)cc1	-1.0%
85	CC(=O)Nc1ccc(S(=O)(=O)NCC2CCC(C(=O)NCCC(C)C)CC2)cc1 (stereo not drawn)	-2.3%
86	COC1=Cc2c(ccc3ccc(=O)oc23)OC1(C)C	10.1%
87	O=C(C1CCC(CNS(=O)(=O)c2cccc3cccnc23)CC1)N1CCCC1 (stereo not drawn)	12.1%
88	CCOC(=O)C(CC)(CCC(=O)O)c1csc(N)n1 (stereo not drawn)	-2.9%
89	CCOc1ccc(N=C2SC(C(=O)O)CC(=O)N2C)cc1 (stereo not drawn)	12.5%
90	CC(c1ccccc1)C1C(C#N)=C(N)SC(N)=C1C#N (stereo not drawn)	6.1%
91	Cc1cccc(N2CC(C(=O)O)CC2=O)c1 (stereo not drawn)	-6.4%
92	CC(C)(C)Nc1cccccc1=O	-3.8%
93	COc1ccccc1N1CCN(CCC(=O)Nc2ccc3c(c2)OCO3)CC1	-6.2%
94	CCN(C#N)c1nc(NC(C)C)nc(NC(C)C)n1	0.6%
95	Cn1c(SCc2ccccc2)nnc1-c1cccs1	-2.8%
96	CC(C)Cn1c(=O)c(C(=O)Nc2cnccn2)c(O)c2ccccc21	13.9%
97	CC(=O)c1ccc(NC(=O)C2CCCN2S(=O)(=O)c2cccc3cccnc23)cc1 (stereo not drawn)	9.9%
98	COc1ccc(OC)c(S(=O)(=O)Nc2ccc(O)c3ccccc23)c1	-4.1%
99	CCC(Sc1nc(=O)cc(N)n1CCc1ccccc1)C(=O)Nc1ccccc1C#N (stereo not drawn)	-3.2%
100	CC1CCN(S(=O)(=O)c2cccc(C(=O)Nc3ccccn3)c2)CC1	5.4%
101	O=C(CSc1nc2ccccc2o1)Nc1ccccc1	-0.8%
102	Cn1c(=O)c2c(nc(NCc3ccc4c(c3)OCO4)n2C)n(C)c1=O	2.0%
103	COC(=O)c1ccccc1NC(=O)C1CC(=O)N(c2ccccc2)C1 (stereo not drawn)	6.1%
104	C=CCc1ccccc1OCCn1ccnc1	-2.8%
105	CCCCNC(=O)c1nc2ncc(Br)cn2n1	-2.1%
106	COc1ccc(Oc2ncc3nc(-c4ccc(F)cc4)c(=O)n(C[C@H]4CCCO4)c3n2)cc1	-1.9%
107	O=C(NCCCN1CCCCC1)C1CCC(=O)N1CCc1ccccc1 (stereo not drawn)	-1.4%
108	Cc1ccc(-n2nnc3ccccc3c2=O)cc1C	-2.8%
109	CSc1ccc(C2C(C#N)=C(N)Oc3cc4c(cc32)OCO4)cc1 (stereo not drawn)	-0.8%
110	O=C(Nc1ccccc1)Nc1ccccn1	-2.0%
111	CC(C)c1ccc(N(CC(=O)O)S(=O)(=O)c2cccnc2)cc1	15.6%
112	CN(Cc1ccco1)c1ccnc(-c2cccc(C#N)c2)n1	9.7%
113	Cc1cc(NC(=O)COC(=O)c2ccc(F)c(S(=O)(=O)N3CCOCC3)c2)no1	-2.1%
114	OC(COc1ccccc1)CN1C2=NCCCN2c2ccccc21 (stereo not drawn)	-4.4%
115	Cc1cc(N2CC(=O)N(CCc3ccccc3)C(=O)C2)n2ncnc2n1	8.5%
116	Cc1cccc(OCCCC(=O)Nc2ccc(N3CCOCC3)cc2)c1	-2.1%
117	COc1cc(OC)cc(-c2nc(-c3ccccc3)no2)c1	-2.0%
118	Cc1[nH]nc(-c2ccc(O)cc2O)c1-c1ccc(Cl)cc1	-8.5%
119	COc1ccccc1-c1ccc2ncnc(N3CCOCC3)c2c1	6.7%
120	CSc1nnc2c3ccccc3n(Cc3ccccc3)c2n1	-1.2%
121	Cc1ccc(C)n1CCN1CCN(CC(=O)Nc2ccc(S(N)(=O)=O)cc2)CC1	12.8%
122	CCCC(=O)Nc1ccc(Cl)c(NC(=O)c2cccnc2)c1	-5.8%
123	CN(C)CCCNCCCNC(=O)/C(=N\O)c1ccccn1	14.3%
124	Cc1cc(C)c(-c2cc(NC(=O)CSc3nncn3C)n(-c3ccccc3)n2)cc1C	-3.9%
125	Cc1onc(-c2c(Cl)cccc2Cl)c1C(=O)NC(C)(C)CO	-0.3%

A draw from above in order of SMILES length, smallest number first:
no.	Molecule	AmpC det inh
79	CC(=O)c1coc2ccc(OCCN3CCCCC3)cc12	8.3%
42	CC(=O)Nc1ccc(NC(=O)Cn2cc3c(n2)CCC(C)C3)cc1 (stereo not drawn)	7.0%
17	COc1ccccc1NC(=O)c1nnn(CC(=O)Nc2cccc(SC)c2)c1N	1.2%

Further records:
no.	Molecule	AmpC det inh
126	N#Cc1cccc(-c2ccc3ncnc(NCc4cccnc4)c3c2)c1	6.6%
127	COC(=O)[C@@]1(Cc2ccc(OC)cc2)[C@H]2c3cc(C(=O)N4CCCC4)n(Cc4nc5ccccc5[nH]4)c3C[C@H]2CN1C(=O)c1ccccc1	-1.2%
128	CC(NC(=O)C(NC(=O)C1CCCN1C(=O)OC(C)(C)C)C(C)C)C(N)=O (stereo not drawn)	7.9%
129	C=CCn1c(COc2cccc3ccc(C)nc23)nnc1SCC(=O)OC	13.9%
130	COc1ccc(OCCN2C(=O)NC(C)(c3ccc(C)cc3)C2=O)cc1 (stereo not drawn)	-4.6%
131	Cc1noc(C(=O)Nc2ccccc2C(F)(F)F)c1Cl	-2.4%
132	COCCNC(=O)c1sc2ncn(CC(=O)N3CCCCC3)c(=O)c2c1C	-4.8%
133	CN(C)S(=O)(=O)c1ccc(C(=O)Nc2ccnn2C2CCCCC2)cc1	1.4%
134	CCOC(=O)C1CCCN(C(=O)COC(=O)C2=COCCO2)C1 (stereo not drawn)	-4.1%
